APP transl inh = inhibitors of APP translation via 5'UTR reporter, primary screen, APP 5'UTR luciferase, SH-SY5Y cells; SH-SY5Y APP 5'UTR-luciferase reporter, luminescence; inhibition, % at 2 µM; 190,000 tested, 0.82% active;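 active = inhibition above a set limit, derived from the sample mean plus 3 SD, cut at about 45% in these data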; note: values of inactives mirror those of a sister screen read the other way
Diaphorase inh = diaphorase inhibitors and chemical oxidizers, primary screen, counter-screen for diaphorase-coupled primary assays, biochemical, uHTS, resorufin fluorescence. inhibition, % at 20 µM. 190,000 tested, 0.69% active. diaphorase resazurin-to-resorufin fluorescence, NADH, 16 min; bacterial (C. kluyveri) enzyme, not human;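 active = primary screen inhibition at 20 µM above a set limit, cut at about 50% in these data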;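 note: plate controls were DMSO with full reaction for no effect and wells lacking NADH for full effect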
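Assay system: diaphorase enzyme from Clostridium kluyveri; Input: enzyme working solution with 0.14 U/mL diaphorase; Timing: 16 min at room temperature; Technique: resorufin fluorescence, excitation 544 nm, emission 590 nm; Benchmarks: positive control minus NADH, DMSO neutral control.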
G6PDH counter = L. mesenteroides G6PDH inhibitors, counter-screen for G6PDH-coupled screening assays, biochemical, Leuconostoc mesenteroides enzyme | inhibition, % at 5 µM | 200,000 tested, 0.12% active | AID 1020, 2008 | Purified L. mesenteroides G6PDH, diaphorase/resazurin coupled fluorescence, 45 min | glucose-6-phosphate dehydrogenase [Leuconostoc mesenteroides]; in the data active = inhibition above about 50%
APP 5'UTR act = activators of APP 5'UTR luciferase reporter, primary screen, SH-SY5Y cells | SH-SY5Y APP 5'UTR luciferase reporter, luminescence; zero percent = DMSO vehicle wells | activation, % at 2 µM | 190,000 tested, 1% active | AID 1276, 2008;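 active = activation above a set limit, based on mean plus 3 SD of controls, cut at about 140% in these data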; note: values of inactives mirror those of a sister screen read the other way
FLuc act counter = FLuc activators, initial screening, artefact control for FLuc-dependent activation tests, biochemical, ATPlite luminescence | ATPlite luciferase biochemical, 10 min; 0 = ATP-free wells, 1 = DMSO control | 200,000 tested, under 10 active | AID 1027, 2008 | activation factor at 10 µM | Luciferin 4-monooxygenase (Photinus pyralis), P08659;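 active = luciferase activation factor, scaled between plate controls, of at least 2 with compound at 10 µM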
Target sequence (P08659 whole entry, looked up): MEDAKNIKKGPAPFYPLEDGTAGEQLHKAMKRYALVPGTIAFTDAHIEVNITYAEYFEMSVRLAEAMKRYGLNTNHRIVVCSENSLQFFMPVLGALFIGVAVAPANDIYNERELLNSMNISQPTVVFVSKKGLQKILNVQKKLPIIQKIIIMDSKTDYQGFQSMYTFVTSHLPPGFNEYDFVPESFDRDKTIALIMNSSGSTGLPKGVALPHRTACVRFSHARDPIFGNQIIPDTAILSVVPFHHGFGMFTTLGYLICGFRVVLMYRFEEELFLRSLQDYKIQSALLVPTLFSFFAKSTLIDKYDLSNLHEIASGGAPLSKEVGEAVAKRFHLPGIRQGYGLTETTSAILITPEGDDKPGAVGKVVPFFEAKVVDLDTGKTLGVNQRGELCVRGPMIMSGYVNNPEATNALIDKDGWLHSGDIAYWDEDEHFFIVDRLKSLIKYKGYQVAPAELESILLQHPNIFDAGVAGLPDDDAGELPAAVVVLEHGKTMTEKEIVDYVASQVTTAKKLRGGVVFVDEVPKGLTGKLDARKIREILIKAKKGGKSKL
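System: luciferase plus luciferin reagent, cell-free; medium: PBS as buffer for the ATP substrate; dosing: test compounds dosed from 2 mM stocks in 100% DMSO; timing: 10 min post-reagent at room temperature; measured by: luminescence measurement of luciferase light output; evaluation: luciferase activation, seen as luminescence increase over controls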
NF-kB neuron act = activators of NF-kB expression in neurons, primary screen, cell-based, HTS. human neuronal cells, NF-kB reporter expression; active compounds read high. fold change at 12.5 µM. 190,000 tested, 1.6% active. AID 1239, 2008; in the data active = fold change above about 3.3
STAT1 activator = STAT1 signaling activators, primary screen, cell-based, HTS, luciferase reporter; 200,000 tested, 2.6% active; NIH 3T3 STAT1-luciferase reporter, IFN-gamma, luminescence; 100% = IFN-gamma alone, no compound; activation (% of control), % at 5.5 µM;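 active = activation above the screen-wide mean activation plus 3 SD, cut at about 130% in these data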;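 note: raw ratio to IFN-gamma control signal so 100% means no change and 0% no light; values of inactives mirror those of a sister screen read the other way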
FLuc inhib CS = firefly luciferase enzyme inhibitors, primary screen, artefact control for luciferase-based inhibitor screens, biochemical, luminescence, ATPLite; AID 1006, 2008; 10 min; 200,000 tested, 1.5% active; inhibition, % at 10 µM; Luciferin 4-monooxygenase (Photinus pyralis), P08659;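 active = inhibition above about 50% when tested at 10 µM, limit read from the data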
TLR4-MyD88 BLA = inhibitors of TLR4-MyD88 association in cells, primary screen, cell-based, HeLa CL3-4, BLA complementation, FRET ratio; Toll-like receptor 4 (Homo sapiens) + Myeloid differentiation primary response protein …; HeLa CL3-4 TLR4/MyD88 BLA complementation; inhibition, % at 8.4 µM; 200,000 tested, 0.18% active; in the data active = inhibition above about 25%;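 note: 0% = vehicle and 100% = reference inhibitor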
Diaphorase act = compounds boosting diaphorase resazurin reduction – biochemical, uHTS, resorufin fluorescence, counter-screen for diaphorase-coupled primary assays, primary screen | Diaphorase/resazurin coupled assay, 16 min; active compounds read high; 1 = vehicle wells, 0 = NADH-free wells | activation factor at 20 µM | 190,000 tested, 0.005% active | AID 1229, 2008;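 active = diaphorase activity raised at least twofold by the compound at 20 µM; inactive = activation factor below 2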
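Assay system: bacterial diaphorase enzyme (C. kluyveri) / Input: enzyme 0.07 U/mL final / Medium: 50 mM HEPES pH 7.4 with 4.542 mM MgCl2, 0.005% Tween 20 / Doses: single compound dose of 20 µM, 1% DMSO final / Incubation: 16 min enzyme reaction, ambient temperature / Signal: fluorescence, excitation 544 nm and emission 590 nm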
Numbers without * were called inactive; nt = no result given.

SMILES | APP transl inh | Diaphorase inh | G6PDH counter | APP 5'UTR act | FLuc act counter | NF-kB neuron act | STAT1 activator | FLuc inhib CS | TLR4-MyD88 BLA | Diaphorase act
COc1ccc2cc(C(=O)c3ccccc3)c(=O)oc2c1 | -36 | 15 | 2 | 35 | 1 | 1.9 | 108 | 5 | -11 | 0.8
NN=C1c2cc([N+](=O)[O-])ccc2-c2ccc([N+](=O)[O-])cc21 | 7 | -20 | 9 | -7 | 1 | 1.2 | 92 | -1 | 0 | 1.2
S=c1[nH]nc(Cn2nnc3ccccc32)n1-c1ccc(Cl)cc1 | -6 | 30 | 8 | 6 | 1 | 1 | 102 | -2 | -13 | 0.7
Cc1cccc(NCc2n[nH]c(=S)n2-c2ccccc2)c1 | 0 | nt | 13 | 0 | 1 | 1.1 | 97 | 3 | -15 | nt
Cn1c(=S)[nH]c(=O)c2ncc(=O)[nH]c21 | -10 | -5 | 8 | 10 | 1 | 1.1 | 98 | -3 | -3 | 1.1
O=C(CNS(=O)(=O)c1ccccc1)N1CCN(c2ccccc2)CC1 | -30 | 11 | -3 | 30 | 1 | 1.2 | 96 | -4 | -6 | 0.9
O=C(CSc1cn(Cc2ccccc2)c2ccccc12)N1CCOCC1 | -28 | 19 | -2 | 28 | 1.1 | 2 | 126 | -6 | -6 | 0.8
COc1cc(NS(=O)(=O)c2ccc(NC(=O)NC3CCCCC3)cc2)nc(OC)n1 | 4 | 20 | 0 | -4 | 0.6 | 0.96 | 98 | 35 | -3 | 0.8
CCOc1ccc(Br)cc1S(=O)(=O)Nc1ccc(C(=O)OC(C)C(=O)N(C)c2ccccc2)cc1 (stereo unspecified) | 23 | 36 | -25 | -23 | 1 | 0.89 | 94 | -5 | -5 | 0.6
CCC(C)(C(=O)NC1CCCCC1)N(Cc1ccco1)C(=O)c1cnccn1 (stereo unspecified) | -24 | 14 | 2 | 23 | 1 | 0.97 | 98 | -4 | 2 | 0.9
CCN(CC)S(=O)(=O)c1ccc(NC(=O)CSc2cccc[n+]2[O-])cc1 | 13 | 3 | -1 | -13 | 1.1 | 1.1 | 107 | -8 | 0 | 1
O=C(/C=C\c1ccco1)c1ccc(NC(=O)c2ccco2)cc1 | -132 | 14 | 7 | 132 | 0.9 | 2.3 | 126 | 14 | 0 | 0.9

Individual results from the entries so far.
FLuc inhib CS, CCN(CC)S(=O)(=O)c1ccc(NC(=O)CSc2cccc[n+]2[O-])cc1 is entered as -8
FLuc act counter, COc1ccc2cc(C(=O)c3ccccc3)c(=O)oc2c1 is entered as 1
Diaphorase inh, S=c1[nH]nc(Cn2nnc3ccccc32)n1-c1ccc(Cl)cc1 is entered as 30
Diaphorase inh, O=C(CNS(=O)(=O)c1ccccc1)N1CCN(c2ccccc2)CC1 is entered as 11
Diaphorase act, O=C(CSc1cn(Cc2ccccc2)c2ccccc12)N1CCOCC1 is entered as 0.8

(cont.)
SMILES | APP transl inh | Diaphorase inh | G6PDH counter | APP 5'UTR act | FLuc act counter | NF-kB neuron act | STAT1 activator | FLuc inhib CS | TLR4-MyD88 BLA | Diaphorase act
Cn1c(N)c(C(=O)COC(=O)c2cc(C3CC3)nc3ccccc23)c(=O)n(Cc2ccccc2)c1=O | 2 | 32 | 9 | -2 | 1 | 1.2 | 107 | -4 | -5 | 0.7
O=C(NC1CCS(=O)(=O)C1)c1ccc(S(=O)(=O)NCC2CCCO2)cc1 (stereo unspecified) | 0 | 6 | 12 | 0 | 1.1 | 1.1 | 99 | -6 | -17 | 0.9
Cc1cc(C(=O)N2CCOCC2)c(C)o1 | 3 | -19 | 13 | -3 | 1.1 | 1.1 | 106 | -6 | -1 | 1.2
O=C(CCCCn1c(=O)c2ccccc2n(CC(=O)Nc2cccc(F)c2)c1=O)NCc1ccco1 | -1 | 22 | 5 | 1 | 1 | 0.89 | 92 | -4 | -5 | 0.8
CCOCCCNC(=O)C1CCN(S(=O)(=O)N2CCCC2)CC1 | -6 | -5 | 8 | 6 | 1 | 0.91 | 102 | 3 | -8 | 1.1
CN(C)c1ncc(S(=O)(=O)c2ccccc2)c(-c2ccc(Cl)cc2Cl)n1 | nt | 14 | 0 | nt | 1.1 | 0.96 | 94 | -9 | 5 | 0.9
CC12CCC(C(=O)N(NC(=O)c3ccc(O)cc3)C1=O)C2(C)C (stereo unspecified) | -6 | 12 | 6 | 6 | 1 | 1.3 | 105 | -1 | 4 | 0.9
CC(=O)c1n[nH]nc1Nc1nc(C)cc(C)n1 | 1 | 12 | 6 | -1 | 1 | 0.9 | 101 | -1 | -13 | 0.9
O=C(Cc1ccccc1)Nc1ccccc1C(=O)Nc1ccccc1 | 4 | 19 | 16 | -4 | 1 | 0.91 | 91 | -2 | 5 | 0.8
CCCc1noc2c1/C(=N\O)CC(CC(C)SCC)C2 (stereo unspecified) | -3 | 15 | -9 | 3 | 1 | 2.1 | 100 | 2 | 2 | 0.9
COC(=O)NCC(c1ccco1)N1CCN(c2ccc(OC)cc2)CC1 (stereo unspecified) | -12 | 14 | 1 | 12 | 1.1 | 1.2 | 106 | -6 | -5 | 0.9
CCc1ccccc1N1CCN(S(=O)(=O)c2cc(OC)ccc2OC)CC1 | 7 | 28 | 9 | -7 | 1 | 0.88 | 101 | -5 | 4 | 0.7

Four of the entries above in order of the NF-kB neuron act value, falling:
Structure	APP transl inh	APP 5'UTR act	NF-kB neuron act	STAT1 activator	FLuc inhib CS	TLR4-MyD88 BLA
CC12CCC(C(=O)N(NC(=O)c3ccc(O)cc3)C1=O)C2(C)C (stereo unspecified)	-6	6	1.3	105	-1	4
COC(=O)NCC(c1ccco1)N1CCN(c2ccc(OC)cc2)CC1 (stereo unspecified)	-12	12	1.2	106	-6	-5
O=C(Cc1ccccc1)Nc1ccccc1C(=O)Nc1ccccc1	4	-4	0.91	91	-2	5
O=C(CCCCn1c(=O)c2ccccc2n(CC(=O)Nc2cccc(F)c2)c1=O)NCc1ccco1	-1	1	0.89	92	-4	-5

Next part:
SMILES | APP transl inh | Diaphorase inh | G6PDH counter | APP 5'UTR act | FLuc act counter | NF-kB neuron act | STAT1 activator | FLuc inhib CS | TLR4-MyD88 BLA | Diaphorase act
Cc1ccc(CNC(=O)c2ccc(OCC3CCCO3)cc2)cc1 (stereo unspecified) | 0 | 6 | 7 | 0 | 1 | 1.2 | 108 | -3 | -6 | 0.9
CCOc1ccc(NC(=O)NCCCN2CCCC2)cc1 | 9 | 10 | 1 | -9 | 1.1 | 1.1 | 102 | -11 | -6 | 0.9
Cc1cnc(C(=O)OCC(=O)Nc2ccc(Cl)cc2)cn1 | 2 | 12 | -2 | -2 | 1.1 | 1.1 | 107 | -8 | -2 | 0.9
C=CCNC(=O)/C(C#N)=C/c1ccccc1Cl | -1 | 12 | -2 | 1 | 0.9 | 0.89 | 102 | 14 | 6 | 0.9
O=C(CCSc1ccc(Cl)cc1)N1CCN(c2ncccn2)CC1 | -5 | 15 | -8 | 5 | 1 | 1.9 | 121 | -5 | -5 | 0.8
CC(C)CN(CCC(=O)O)CC(C)C | -6 | 5 | 12 | 6 | 1 | 1.5 | 103 | -3 | 7 | 0.9
CCC(=O)N1C(=O)C2(Nc3ccccc3N2)c2ccccc21 | 17 | 10 | 2 | -17 | 1 | 1.1 | 92 | 0 | 2 | 0.9
CCOC(=O)c1ccc(NC2c3ncccc3C(=O)N2Cc2ccc(F)cc2)cc1 (stereo unspecified) | 4 | 16 | 6 | -4 | 1.1 | 0.86 | 104 | -11 | 8 | 0.8
O=C(O)CNC(=O)CC1S/C(=N/N=C2/NC(=O)CS2)NC1=O (stereo unspecified) | 6 | 27 | 7 | -6 | 1 | 1.2 | 104 | -4 | -7 | 0.7
COc1ccc(C2CC(Cn3cc(C#N)c(=O)n(C)c3=O)ON2C)cc1 (stereo unspecified) | 8 | 5 | 0 | -8 | 1 | 1.1 | 99 | -2 | -4 | 1
Cc1ccc(C(=O)NC(=S)NCc2cccnc2)cc1 | 1 | -6 | -2 | -1 | 1 | nt | 96 | 3 | 12 | 1.1
N/C(=N\OC(=O)CCCOc1ccccc1)c1ccccc1 | 4 | 11 | -6 | -4 | 1 | 1.2 | 98 | -2 | 4 | 0.9
CC1CCCN(CCOCCOc2ccccc2-c2ccccc2)C1 (stereo unspecified) | 4 | 3 | 3 | -3 | 1 | 0.86 | 104 | 1 | -9 | 1
Cc1nc2ccccc2n1C1CCN(CC(=O)Nc2ccccc2Br)CC1 | -9 | 28 | 9 | 9 | 1.1 | 0.95 | 83 | -6 | -5 | 0.7
CN1CCN(c2nc(-c3ccccc3)nc3c2oc2ccccc23)CC1 | nt | 3 | 5 | nt | 1.1 | nt | nt | -5 | nt | 1
CCCCNc1ccc(S(N)(=O)=O)cc1[N+](=O)[O-] | 4 | 8 | 6 | -4 | 1 | 0.97 | 98 | -3 | -2 | 0.9
COc1ccc(C/C(O)=C(\C#N)c2nc3ccccc3[nH]2)cc1OC | 10 | 1 | 16 | -10 | 1.1 | 1.2 | 94 | -6 | 14 | 1
O=C(c1ccco1)N1CCN(C(=O)c2sccc2-c2ccccc2)CC1 | -19 | 12 | 2 | 19 | 1 | 0.89 | 86 | -4 | 23 | 0.9
COc1ccc(/C=C/C(=O)Nc2ccccc2C(F)(F)F)cc1 | -19 | 6 | 18 | 19 | 0.9 | 0.91 | 137* | 6 | -15 | 0.9
Nc1cc(=O)[nH]c(SCc2nnc(-c3ccccc3)o2)n1 | 14 | 16 | 5 | -13 | 1.1 | 1.1 | 99 | -9 | -3 | 0.8
COc1ccc(C(=O)OCC(=O)c2cc(OC)ccc2OC)c(OC)c1 | 3 | 10 | 4 | -3 | 1.1 | 1.4 | 108 | -8 | -22 | 0.9

3 of these compounds in another layout:
Structure	APP transl inh	Diaphorase inh	G6PDH counter	APP 5'UTR act	FLuc act counter	NF-kB neuron act	STAT1 activator	FLuc inhib CS	TLR4-MyD88 BLA	Diaphorase act
CCOc1ccc(NC(=O)NCCCN2CCCC2)cc1	9	10	1	-9	1.1	1.1	102	-11	-6	0.9
Cc1cnc(C(=O)OCC(=O)Nc2ccc(Cl)cc2)cn1	2	12	-2	-2	1.1	1.1	107	-8	-2	0.9
C=CCNC(=O)/C(C#N)=C/c1ccccc1Cl	-1	12	-2	1	0.9	0.89	102	14	6	0.9
